High-throughput results deposited in PubChem BioAssay by IUPUI and University of Michigan.
ST2 IL33 inh – blocks human ST2 binding to IL-33; Q01638; AlphaLISA ST2-Fc/biotin-IL-33 interaction, 1 h; inhibition, % for hits at 17 µM; 2.3% of 78,000 active; AID 1259354; in the data active = inhibition above about 30%; inconclusive = mostly about 10% to 28%
Target sequence (Q01638 whole entry, looked up): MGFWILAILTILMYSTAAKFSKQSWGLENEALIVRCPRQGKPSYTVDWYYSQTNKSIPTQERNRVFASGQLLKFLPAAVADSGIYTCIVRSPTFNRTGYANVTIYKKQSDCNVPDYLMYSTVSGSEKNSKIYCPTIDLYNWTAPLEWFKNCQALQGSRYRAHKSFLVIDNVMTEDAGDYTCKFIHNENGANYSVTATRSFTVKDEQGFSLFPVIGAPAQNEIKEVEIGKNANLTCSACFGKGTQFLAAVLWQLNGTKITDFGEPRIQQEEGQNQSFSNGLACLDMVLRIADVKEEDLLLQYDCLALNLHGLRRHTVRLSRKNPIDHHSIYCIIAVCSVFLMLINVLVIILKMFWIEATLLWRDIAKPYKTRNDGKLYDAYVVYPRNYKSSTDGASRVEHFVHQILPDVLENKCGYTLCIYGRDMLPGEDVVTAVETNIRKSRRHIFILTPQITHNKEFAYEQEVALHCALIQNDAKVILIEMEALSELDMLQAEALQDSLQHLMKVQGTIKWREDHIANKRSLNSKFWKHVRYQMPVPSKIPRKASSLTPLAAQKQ
* = called active by the depositor; i = inactive; ? = inconclusive.

SMILES	ST2 IL33 inh
CC(=O)c1ccc(CN2CCC3(CC2)N=C(c2ccccn2)NC3=O)cc1	i
N#Cc1cc2c(nc1SC1CC(=O)N(c3ccc(Br)cc3)C1=O)CCC2 (stereo not given)	i
Cn1c(=O)c2c(nc(NCc3ccc4c(c3)OCO4)n2Cc2ccc(Cl)cc2)n(C)c1=O	i
CCOc1cc(CNC(=O)CN2C(=O)C(CC)=C(c3ccc(OC)cc3)S2(=O)=O)ccc1OC	i
O[C@@H]1C[C@@H](c2nc(-c3ccc(C(F)(F)F)cc3)no2)N(Cc2ccc(-c3ccccn3)cc2)C1	i
O=C1CCC(CCC(=O)N2CCN(Cc3ccc4c(c3)OCO4)CC2)(Cc2ccc(Cl)cc2)N1 (stereo not given)	i
CC(=O)Nc1ccc(Cl)c(C(=O)NC(C)CCN2CCOCC2)c1 (stereo not given)	?
COc1ccccc1C(=O)N/C(=C\c1ccc2c(c1)OCO2)C(=O)NCC(=O)O	i
Cc1cc(OCc2nc(-c3nonc3N)no2)ccc1[N+](=O)[O-]	i
CCc1nc(-c2c(-c3ccccc3)ncn2[C@@H](C)c2ncccc2C)c(C)[nH]1	i
O=C(COc1cccc(Oc2ccccc2)c1)Nc1ccc2c(c1)OCO2	i
CCC(C)N1C(=O)CCC1C(=O)NCc1ccc2c(c1)OCO2 (stereo not given)	?
Cc1ccc(-c2nc(S(=O)(=O)c3ccc(Cl)cc3)c(SCC(N)=O)o2)cc1	?
Cc1cc(C)cc(N2CCN(Cc3cnn(C)c3C3CC3)CC2=O)c1	i
CCOc1ccc2nc(N3CCN(c4ccccc4)CC3)sc2c1	i
COC(=O)c1c(NC(C)=O)c2cc(NC3CCCC3)cnc2n1C	?
Cc1ccc(SCCCN(C)Cc2cc3n(n2)CCCNC3)cc1	i
Cc1cc(C)c(S(=O)(=O)N2CCN(c3nc(C)cc(N4CCOCC4)n3)CC2)c(C)c1	i
COc1ccc(NS(=O)(=O)c2ccc(N=Cc3ccccc3O)cc2)nn1	i
CS(=O)(=O)N(CC(=O)NCc1cccnc1)c1ccccc1F	?

Rewritten as labelled records: part of the list above.
> CC(=O)Nc1ccc(Cl)c(C(=O)NC(C)CCN2CCOCC2)c1 (stereo not given)
- ST2 IL33 inh = ?
> COc1ccccc1C(=O)N/C(=C\c1ccc2c(c1)OCO2)C(=O)NCC(=O)O
- ST2 IL33 inh = i

The list continues.
SMILES	ST2 IL33 inh
CC(=O)Nc1nonc1-c1nc2ccccc2n1Cc1cccc(Br)c1	i
COC(=O)C(CCSC)NC(=O)c1cccs1 (stereo not given)	?
COc1ccc(OC)c(-c2nc(COc3cccnc3C)c(C)o2)c1	i
CN(Cc1ccccc1)Cc1cn(C[C@H]2O[C@@H](CC(=O)N3CCCC3)[C@H](O)[C@@H]2O)nn1	?
O=C(Nc1ccc(-c2nc3ccccc3[nH]2)cc1)c1ccc2c(c1)OCCO2	?
Cn1ccnc1SCC(=O)Nc1ccc(Cl)cc1	i
N=C1S/C(=C\c2cn[nH]c2-c2ccc(F)cc2)C(=O)N1c1ccc(Br)cc1	?
CC[n+]1ccc(C2C(=C=[N-])C(=N)OC(C)=C2C(=O)O)cc1 (stereo not given)	i
O=C(Cc1cccs1)Nc1c(C(=O)Nc2ccccc2F)oc2ccccc12	i
CCCc1[nH]nc2c1C1(C(=O)N(CC(=O)O)c3ccccc31)C(C#N)=C(N)O2 (stereo not given)	i
Cc1cccc2nc(C(=O)N3CCC(O)(CN(C)C)C3)cn12 (stereo not given)	i
CC1=C[C@@H](CN2CCN(CCO)CC2)[C@H](C(C)C)C[C@H]1Cc1nnc(-c2cccnc2)o1	i
Cc1[nH]c(=O)[nH]c(=O)c1S(=O)(=O)N(C)Cc1ccccc1	i
CCc1nc(C)c(C(=O)NCCN2CCCOC2=O)s1	?
O=C(Cc1c(C(=O)O)[nH]c2ccc(Cl)cc12)NC1CCCCCC1	i
Cn1c(C(=O)NCCC(c2ccccc2)c2ccccc2)cc2c(=O)n3ccccc3nc21	i
CC(=O)c1ccc(N=c2oc3cc(O)ccc3cc2C(N)=O)cc1	?
Cc1csc2ncc(C(=O)Nc3ccc4c(c3)OCO4)c(=O)n12	i
CC12NC(=O)NC(c3cc(Cl)ccc3O1)C2C(=O)Nc1ccc(Cl)cc1 (stereo not given)	i
CCOC(=O)c1c(NC(=O)c2cccs2)sc2c1CCC(CC)C2 (stereo not given)	i
COc1ccc(C)cc1NC(=O)c1cc2nc(-c3ccco3)cc(C(F)(F)Cl)n2n1	?
Cc1c(O)cccc1C(=O)NCC1CCCN(Cc2ccccn2)C1 (stereo not given)	i
Cc1cc(C)c(NC(=O)CN2CCN(Cc3ccc(F)cc3Cl)S2(=O)=O)c(C)c1	?
O=C1OCc2ccc(CN3CCC(N4CCCC4=O)CC3)c3cccc1c23	?
Cc1cc(C)c(/C=C/C(=O)c2cccs2)c(C)c1	44%*
CC(C)c1ccc(NS(=O)(=O)c2ccc3c(c2)CCN3C(=O)C2CC2)cc1	i
COc1nccnc1-c1ccc(NC(C)=O)cc1	?
O=C(c1cccc(Cn2cccn2)c1)N1CCCC(Nc2ccc(F)cc2)C1 (stereo not given)	i
Cc1c(Cl)cccc1N1C(=O)CSC1c1ccc([N+](=O)[O-])cc1 (stereo not given)	i
COCCn1cc(C(=O)NCc2cccs2)c2c3ccccc3n(C)c2c1=O	i
COc1ccc(CCNC(=O)c2ccc3c(c2)ncn3C2CCCC2)cc1OC	i
CN1CCN(CCNC(=O)c2ccc3c(Cl)c4c(nc3c2)CCCC4)CC1	i
O=C(O)CCSCCCN1C(=O)c2cccc3cccc(c23)C1=O	i
O=C(c1coc(CN2CCN(c3ccccc3F)CC2)n1)N1CC=CC1	?
CC(Oc1cccc(Cl)c1)C(=O)NN (stereo not given)	i
Cc1noc(C)c1C(=O)N1CCCC(C(=O)Nc2cccc(-c3ccc(F)cc3)c2)C1 (stereo not given)	i
Cc1ccc(NC(=O)C2CCCN2S(=O)(=O)c2ccc3c(c2)CCCC(=O)N3)cc1N(C)C (stereo not given)	i
Cc1c(C(=O)NC2CCCC2)oc2ccc(S(=O)(=O)N3CCCCCC3)cc12	i
Brc1ccc(CN2CCN(Cc3ccc4c(c3)OCO4)CC2)s1	i
O=C(CN1C(=O)CNC1=O)NC1CC(=O)N(Cc2cccc(F)c2)C1 (stereo not given)	i

Fetched by structure from the entries so far, 4 records:
SMILES	ST2 IL33 inh
Cc1c(Cl)cccc1N1C(=O)CSC1c1ccc([N+](=O)[O-])cc1 (stereo not given)	i
O=C1OCc2ccc(CN3CCC(N4CCCC4=O)CC3)c3cccc1c23	?
O=C(c1cccc(Cn2cccn2)c1)N1CCCC(Nc2ccc(F)cc2)C1 (stereo not given)	i
Cc1c(O)cccc1C(=O)NCC1CCCN(Cc2ccccn2)C1 (stereo not given)	i

New compounds follow.
SMILES	ST2 IL33 inh
CC1CCN(Cc2c(O)ccc3cc(-c4nc5ccccc5s4)c(=O)oc23)CC1	?
O=C(Nc1c(F)c(F)c(F)c(F)c1F)C1CCCO1 (stereo not given)	i
CC12CCC3C1C(c1c(cc(O)c(C(=O)c4ccccc4)c1O)O2)C3(C)C (stereo not given)	31%*
N#CC1=C(N)OC2=C(C(=O)CCC2)C1c1coc2ccccc2c1=O (stereo not given)	i
Cc1occc1C(=O)Nc1sc(C)c(C)c1C(N)=O	?
CC1=C(C(N)=O)C(c2cccs2)n2nc(SCc3ccccc3)nc2N1 (stereo not given)	?
C=CCN(CC=C)S(=O)(=O)c1cc(Cl)ccc1Cl	i
CN1CCCCC1C(=O)N1CCC(CCOc2ccccc2)(C(=O)O)CC1 (stereo not given)	i
Fc1cccc(-c2nccn2Cc2noc(Cc3ccccc3)n2)c1	?
CCc1ccc(S(=O)(=O)N2CCN(c3cc(-c4ccc(OC)cc4)ncn3)CC2)cc1	i
Cc1ccc(NC(=O)c2cc3ccccc3oc2=O)cc1[N+](=O)[O-]	?
Clc1ccc(Cn2c(CN3CCCC3)nc3ccccc32)cc1	?
COc1ccc(C(=O)Nc2cccc(C(C)=O)c2)cc1S(=O)(=O)N1CCOCC1	i
C/C(=N\OCc1nc2c3c4c(sc3ncn2n1)CCCCC4)c1cccs1	?
COc1ccc(Cl)cc1N1C(=O)C2CCCN2C1c1sccc1C (stereo not given)	?
CC1CCN(Cc2nnnn2CC(=O)N(C)Cc2cccnc2)CC1	i
CN(C)C1=C(C(=O)c2ccccc2)N(CC(=O)c2ccccc2)S(=O)(=O)c2ccccc21	?
CCCCN(C)C(=O)c1cc2cc3cc(OC)ccc3nc2o1	i
COCCN1C(=O)C(=O)C(=C(O)c2ccc(Cl)cc2)C1c1ccc(OCC(N)=O)cc1 (stereo not given)	i
CSCCCNC(=O)C1CCC(=O)N(Cc2cccc(C(F)(F)F)c2)C1 (stereo not given)	i

Not a retest: an excerpt of the list.
SMILES	ST2 IL33 inh
CC1CCN(Cc2nnnn2CC(=O)N(C)Cc2cccnc2)CC1	i
CN(C)C1=C(C(=O)c2ccccc2)N(CC(=O)c2ccccc2)S(=O)(=O)c2ccccc21	?
CCCCN(C)C(=O)c1cc2cc3cc(OC)ccc3nc2o1	i
COCCN1C(=O)C(=O)C(=C(O)c2ccc(Cl)cc2)C1c1ccc(OCC(N)=O)cc1 (stereo not given)	i
CSCCCNC(=O)C1CCC(=O)N(Cc2cccc(C(F)(F)F)c2)C1 (stereo not given)	i

Additional compounds:
SMILES	ST2 IL33 inh
Cc1ccccc1N=C1NC(=O)C(Cc2ccccc2[N+](=O)[O-])S1 (stereo not given)	i
CC(C)NS(=O)(=O)c1cccc2nonc12	i
CNc1ccc(-c2noc([C@@H]3CCCN3C3CCCCC3)n2)cn1	i
c1ccc(SCCc2ccncc2)cc1	i
OC1(c2ccc(Cl)cc2)CCN(Cc2c[nH]c3ccccc23)CC1	?
O=C(Nc1ccc(N=Cc2ccc(O)cc2O)cc1)c1ccc(F)cc1	?
Cc1sc2nc(C(C)C)oc(=O)c2c1C	i
COCCN(Cc1sccc1C)C(=O)c1scc2c1OCCO2	i
COc1cc2c(cc1-c1c(-c3ccccc3)ncn1[C@H](C)C(N)=O)OCO2	i
O=[N+]([O-])c1ccc(N=Cc2ccc(Br)c([N+](=O)[O-])c2)cc1	?
Nc1cc(C(=O)NCCCc2nc3ccccc3s2)[nH]n1	i
COc1cccc(NC(=O)C(=O)NCc2ccc(C)cc2)c1	i
CCc1ccc(NC(=O)c2noc3c2CC(C(C)(C)C)CC3)cc1 (stereo not given)	53%*
O=C(CSC1=Nc2ccccc2C2=NC(Cc3ccccc3)C(=O)N12)NCc1ccccc1 (stereo not given)	i
Cc1cc(NC(=O)CNC2CCN(Cc3ccccn3)CC2)ccc1Cl	i
COc1ccccc1N1CCN(C2CCN(CCCc3ccccc3)CC2)CC1	i
CC1=C(C(=O)N2CCCCC2)C(c2ccc(Cl)cc2)n2ncnc2N1 (stereo not given)	i
COc1ccc(C)cc1NC(=O)CN(c1ccccc1)S(=O)(=O)c1ccccc1[N+](=O)[O-]	?
Cn1c(=O)c2c(SCc3cccnc3)nc(-c3cccs3)nc2n(C)c1=O	i
CC(C)NCC(O)COc1ccc(COCCOC(C)C)cc1 (stereo not given)	i
Cc1ccc(N=Cc2cccc(C(=O)O)c2O)cc1	i
COC(=O)CC[C@H]1CNC(=O)[C@@H]2[C@@H](CCN2C2CCCCC2)N1C	i
O=C1CSC(c2ccc([N+](=O)[O-])cc2)N1c1ccccc1F (stereo not given)	i
COc1ccc([N+](=O)[O-])cc1C(=O)Nc1ccc(OCC(=O)N2CCOCC2)cc1	i
O=C(c1ccco1)N1CCCN(Cc2ccc(-n3cncn3)cc2)CC1	?
O=C(CSc1ccccn1)Nc1ccc2c(c1)OCO2	i
O=C(c1ccccc1NS(=O)(=O)c1ccc(Br)cc1)N1CCCC1	i
CC(=Nc1ccccc1)C1=C(O)CC(C)(C)CC1=O	i
CC(C)Oc1ccc(-c2cc(=O)[nH]c(=O)[nH]2)cc1	?
Cc1ccc(-n2ncc3c(=O)n(-c4ccc(F)c(Cl)c4)c(C)nc32)cc1C	?
CC(C)c1ccc(Nc2nnc(C(C)(C)C)c(=O)[nH]2)cc1	i
COc1ccc(-c2cc3c(n(C)c2=O)CCN(C(=O)C2CCCO2)C3)c2ccc(C)nc12 (stereo not given)	i
Cc1nc2c(C(=O)NCCC(C)C)c[nH]n2c(=O)c1Cc1ccc(F)cc1Cl	i
COCCn1c(=O)[nH]c2cc(C(=O)N3CCOCC3)ccc2c1=O	i
Cc1ccc2c(c1)c(C(=O)NC1CC(=O)N(Cc3ccc(F)cc3)C1)nn2C (stereo not given)	i
Cc1cc(C)n(CCCNC(=O)c2nc3ccccc3[nH]c2=O)n1	i
CSc1ccc(Cl)c(C(=O)NCCOc2ccccc2F)c1	i
O=C1c2ccccc2C(=O)N1CNc1ccc(Cl)c(Cl)c1	i
COCCOC(=O)C1=C(C)NC2=C(C(=O)C(C(=O)OC)C(C)C2)C1c1ccccc1OC(C)C (stereo not given)	i
COc1cc(C(=O)Nc2c3c(nn2-c2cccc(C)c2C)CS(=O)C3)cc(OC)c1OC (stereo not given)	i
COC(=O)c1sccc1S(=O)(=O)N1CCc2c(ncnc2N(C)C)C1	i
O=C(NCCSc1cn[nH]n1)c1ccc2c(c1)OCO2	i
CC(C)OCC(O)Cn1c(Br)nc2c1c(=O)[nH]c(=O)n2C (stereo not given)	i
CCN(Cc1ccccn1)C(=O)c1ccc(OCC(=O)N2CCCCC2)cc1	i
COc1ccc2nc([C@H]3CCN(CC(C)C)C3)[nH]c2c1	i
Cc1ccc(C(=O)COc2ccc([N+](=O)[O-])cc2)cc1	?
CCC(OC)c1n[nH]c(=O)n1CC(=O)O (stereo not given)	?
COc1cccc(OC)c1C(=O)NC(C)CCc1ccccc1 (stereo not given)	i
CN1C(=O)C(=Cc2cn(CCOc3ccc4c(c3)OCO4)c3ccccc23)C(=O)N(C)C1=O	i

Rewritten field by field: 4 of the compounds above.
Molecule: O=C(NCCSc1cn[nH]n1)c1ccc2c(c1)OCO2
  ST2 IL33 inh: i

Molecule: COC(=O)c1sccc1S(=O)(=O)N1CCc2c(ncnc2N(C)C)C1
  ST2 IL33 inh: i

Molecule: CCN(Cc1ccccn1)C(=O)c1ccc(OCC(=O)N2CCCCC2)cc1
  ST2 IL33 inh: i

Molecule: CCC(OC)c1n[nH]c(=O)n1CC(=O)O (stereo not given)
  ST2 IL33 inh: ?

An excerpt; the hit share may differ from the screen's.
